PG9 binder – small molecules binding HIV-1 gp120 antibody PG9 | TR-FRET gp120-PG9 antibody binding | inhibition, % at 6.7 µM | 360,000 compounds, 0.43% hits | AID 624416; in the data active = inhibition above about 8.5%
hcDAF-12 act – activates DAF-12 receptor from parasite H. contortus; AID 652067; HEK293 hcDAF-12 lit1-tk-luc reporter, luminescence; 0% DMSO, 100% Δ7-dafachronic acid; 370,000 compounds, 1.4% hits; activation, % at 6.8 µM;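 active = activation above the mean of all tested compounds plus 3 SD, cut at about 5.5% in these data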;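 note: 100% = response to 3 µM Δ7-dafachronic acid high control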
sPLA2-III inh – Blocks human group III sPLA2 activity | Q9NZ20 | QFRET BODIPY PC-A2 liposome hydrolysis, fluorescence | inhibition, % at 12.2 µM | 370,000 compounds, 0.56% hits;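 active = inhibition above mean plus 3 SD of compounds lying within the high and low control bounds, cut at about 19% in these data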;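 note: 0% = median of test compound wells and 100% = no enzyme DMSO wells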
PLC-beta3 inh – PLC-beta3 (human) inhibition, primary screen. Q01970. Purified PLC-beta3, fluorogenic substrate, fluorescence. inhibition, % at 12.2 µM. AID 720704. 370,000 compounds, 0.18% hits; in the data active = inhibition above about 11%;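 note: 0% = median of compound wells on plate and 100% = full blocker control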
ssDAF12 agonist – activates DAF-12 receptor from parasite S. stercoralis. HEK293 ssDAF-12/GRIP1 lit1-tk-luc reporter, luminescence; % of 3 µM dafachronic acid response. activation, % at 6.8 µM. 370,000 compounds, 1% hits;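 active = activation above the mean over all tested compounds plus 3 SD, cut at about 0.9% in these data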;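 note: 0% = DMSO-only wells and 100% = 3 µM delta7-dafachronic acid wells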
SMARCA2 act – activators of SMARCA2 function | 370,000 compounds, 1% hits | activation, % at 9.1 µM | MG213 cells, MMTV-luciferase reporter, dexamethasone, overnight; in the data active = activation above about 7.8%;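 note: 0% = vehicle wells and 100% = reference activator wells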
hgDAF-12 ag – agonists of H. glycines DAF-12 nuclear receptor | HEK293 GAL4-hgDAF12 UAS-luciferase reporter, agonist luminescence; normalized to butyrate control | activation, % at 6.8 µM | 370,000 compounds, 1.8% hits | AID 687014;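 active = activation above a cutoff set at the mean of all screened compounds plus 3 SD, cut at about 10% in these data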;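 note: 0% = DMSO wells and 100% = sodium butyrate wells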
NR1D1 modulator – Rev-erb alpha (human) modulation; 370,000 compounds, 0.79% hits; activity, % at 10 µM; Rev-erbα–FITC-DNA binding, fluorescence polarization, 90 min; P20393;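 active = activity above about 14%, limit read from the data; passing the limit was not always enough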;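 note: 0% = DMSO wells with 35 nM protein and 100% = DMSO wells with 750 nM protein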
Target sequence (P20393 whole entry, looked up): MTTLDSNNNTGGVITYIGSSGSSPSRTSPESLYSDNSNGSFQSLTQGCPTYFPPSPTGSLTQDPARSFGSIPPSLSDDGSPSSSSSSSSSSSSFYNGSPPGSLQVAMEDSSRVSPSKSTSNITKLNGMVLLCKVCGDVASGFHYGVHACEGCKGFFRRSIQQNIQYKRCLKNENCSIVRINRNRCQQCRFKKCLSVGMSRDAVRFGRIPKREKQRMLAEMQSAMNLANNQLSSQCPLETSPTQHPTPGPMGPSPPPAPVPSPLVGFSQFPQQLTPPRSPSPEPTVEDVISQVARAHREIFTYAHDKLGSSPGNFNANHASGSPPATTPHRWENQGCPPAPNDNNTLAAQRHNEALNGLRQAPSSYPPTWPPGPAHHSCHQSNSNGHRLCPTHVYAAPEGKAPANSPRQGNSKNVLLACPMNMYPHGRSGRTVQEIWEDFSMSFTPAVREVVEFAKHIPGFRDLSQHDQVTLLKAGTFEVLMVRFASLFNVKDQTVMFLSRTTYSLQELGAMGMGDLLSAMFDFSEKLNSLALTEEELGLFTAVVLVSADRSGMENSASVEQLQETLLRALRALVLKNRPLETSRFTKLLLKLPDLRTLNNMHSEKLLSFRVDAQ
DAX1 inh-1 – DAX1 (NR0B1) inhibition, primary screen | HEK293T StAR-luciferase reporter, SF-1/DAX-1 repression relief | inhibition, % at 6.8 µM | 370,000 compounds, 1.1% hits | AID 652010;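 active = inhibition above the mean over all tested compounds plus 3 SD, cut at about 3.6% in these data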;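 note: 0% = DAX-1 cells with DMSO and 100% = cells lacking DAX-1 with DMSO; higher inhibition means more luminescence from relief of DAX-1 repression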
FXN GAA850 act – frataxin GAA850 promoter activation; activation, % at 6 µM; 360,000 compounds, 0.56% hits; HEK293 lucGAA850 FXN promoter luciferase reporter, 24 h; percent of 10 µM SAHA response;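 active = activation above the average of all compounds screened plus 3 SD, cutoff fixed separately per campaign, cut at about 7.5% in these data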;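 note: 0% = DMSO wells and 100% = 10 µM SAHA wells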
DAX1 inh-2 – inhibitors of human orphan nuclear receptor DAX1 (NR0B1) | HEK293 Gal4-DAX1 luciferase reporter, luminescence | inhibition, % at 6.75 µM | 340,000 compounds, 0.99% hits | AID 504766 | P51843;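 active = inhibition above the mean over all tested compounds plus 3 SD, cut at about 4.2% in these data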;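 note: 0% = DAX1-transfected cells with DMSO and 100% = empty-vector control cells with DMSO; inhibition shows as a rise in luminescence from relieved DAX1 repression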
Target sequence (P51843 207-470 limits assumed): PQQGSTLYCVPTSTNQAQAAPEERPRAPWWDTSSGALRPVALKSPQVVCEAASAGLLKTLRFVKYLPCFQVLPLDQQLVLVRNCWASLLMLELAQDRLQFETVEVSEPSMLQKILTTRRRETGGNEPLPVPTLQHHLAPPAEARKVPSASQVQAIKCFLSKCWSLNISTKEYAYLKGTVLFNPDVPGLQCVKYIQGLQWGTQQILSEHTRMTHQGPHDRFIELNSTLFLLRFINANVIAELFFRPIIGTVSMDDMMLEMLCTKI
* marks the source's active call; other numbers are inactive results; i = inactive; x = no result given.

SMILES	PG9 binder	hcDAF-12 act	sPLA2-III inh	PLC-beta3 inh	ssDAF12 agonist	SMARCA2 act	hgDAF-12 ag	NR1D1 modulator	DAX1 inh-1	FXN GAA850 act	DAX1 inh-2
O=C(NCCC(F)(F)F)C1Cc2c(-c3cccc(F)c3)ccnc2O1 (configuration not stated)	-0.3	-0.4	1	1	-1.2	-1	1.1	-2	1.7	-0.6	x
CCC(C)(C(=O)NC1CCCCC1)N(C)C(=O)c1ccccn1 (configuration not stated)	-2.0	6.1*	2	0	-0.7	-2	2.2	-4	-0.1	-0.6	0.1
CS(=O)(=O)Nc1ccc(-c2cn3cccnc3n2)cc1	1.1	1.6	2	i	-0.7	0	3.4	8	0.3	2.2	-0.6
CC(C)CNS(=O)(=O)c1ccc(CCC(=O)N2CCOCC2)cc1	-2.5	-1.4	3	3	-1.1	-2	1.2	0	-0.5	-0.5	-0.9
CCn1cc(C(=O)NCCCN(C)C)c(=O)c2cc(F)c(N3CCN(C)CC3)cc21	-2.8	-0.8	3	-24	-0.7	0	1.6	2	0.1	0.5	0.3
O=C(c1ccccc1)c1ncc[nH]1	-0.3	0.4	1	-4	-1.0	1	-0.6	2	0.0	2.6	0.8
COc1ccc(N2C(=O)/C(=C/c3ccc([N+](=O)[O-])cc3)N=C2C)cc1	0.1	-0.9	-4	5	-1.2	-2	2.5	7	0.0	0.7	x
CCOC(=O)C1=C(c2ccccc2)ON(C)C1c1ccccc1 (configuration not stated)	-1.7	1.7	-5	-2	-1.6	-2	-0.3	-5	0.5	1.1	-0.8
Cc1sc2ccccc2c1CNC[C@H]1O[C@@H](n2ccc(N)nc2=O)[C@H](O)[C@@H]1O	-1.1	0.5	-4	1	-0.3	0	0.1	0	0.6	-1.5	1.4
CCOc1cc(C2NC(=O)NC(O)(C(F)(F)F)C2C(=O)c2ccccc2)ccc1OC (configuration not stated)	-2.9	0.0	2	-1	-1.6	1	0.2	0	-0.2	-3.8	1.3
COc1ccc(/C=N/NC(=O)c2cc3c(OC)ccc(OC)c3[nH]2)cc1O	-5.2	-1.4	-29	-94	-0.2	3	-3.4	-1	0.6	-1.5	-0.8
Cn1cc([N+](=O)[O-])c(C(=O)Nc2ccc(C(=O)N3CCCCC3)cc2)n1	-0.8	-2.1	9	2	-1.8	-3	-3.2	-4	-0.2	2.7	0.4
CN(C)/C=C\C(=C/C(=O)C(F)(F)F)Nc1ccccc1Oc1ccccc1	1.4	-0.1	1	-53	-0.5	-1	-0.4	-5	-0.6	1.0	0.4
C=CCc1ccc(OCC(O)CN2CCCCC2C)c(OC)c1 (configuration not stated)	-0.3	-2.2	1	-1	-1.0	0	-1.1	-3	0.3	0.5	1.6
Clc1ccc(CSc2snnc2-c2ccccc2)cc1	-0.3	-2.2	-4	1	-0.6	1	1.0	5	-0.8	1.5	0.1
CCOc1ccc(N2C(=O)/C(=C\c3ccc(OC)c(O)c3)S(=O)(=O)C2c2cccc([N+](=O)[O-])c2)cc1 (configuration not stated)	1.3	-1.6	-6	-1	-1.4	-2	-0.2	0	-0.5	0.9	3.3
CSc1ccc(S(=O)(=O)NCC(=O)OCC(=O)NCc2cccs2)cc1[N+](=O)[O-]	1.6	-1.8	-1	-5	-1.0	-1	0.3	-2	0.4	-0.1	-0.4
O=C(Nc1cccc(OCC(=O)N2CCOCC2)c1)c1cccc([N+](=O)[O-])c1	0.9	-0.9	3	0	-1.1	-2	-0.5	0	-0.7	-2.8	0.0
O=S1(=O)N=C(N/N=C/c2ccc(Br)o2)c2ccccc21	-5.2	1.1	2	0	-0.7	0	-1.0	-1	-0.2	1.6	0.7
CC12CCC(C/C1=N/O)C2(C)C (configuration not stated)	0.3	2.7	14	-2	-1.1	-4	1.8	0	-1.1	-0.6	1.8
COc1ccc(OC)c(CN2CCN(C(=O)c3cc(S(=O)(=O)Nc4ccccc4OC)ccc3C)CC2)c1	-1.6	-1.7	-22	-1	-1.4	1	-2.1	1	-0.8	-3.6	0.6
CC(C)(C)N(Cc1ccccc1)C(=O)COC(=O)CN1C(=O)NC2(CCCC2)C1=O	0.4	0.6	-5	-5	-0.3	-3	-0.7	4	0.6	-0.1	0.0
CC(C)CNC(=S)N(Cc1ccco1)Cc1cc2cc3c(cc2[nH]c1=O)OCCO3	0.5	-1.1	5	-28	-1.9	-4	0.4	2	-0.3	-0.9	-1.0
Cc1ccc(/C=N/n2cc(-c3ccccc3)[nH]c2=S)s1	2.6	4.4	13	-101	-1.1	2	4.0	-1	0.2	1.8	1.9
FC(F)(F)c1ccc(NCCc2ccccc2)nc1	0.2	-1.2	12	-4	-0.6	-2	-0.4	3	0.4	1.2	5.1*

A draw from above in order of molecular weight, descending:
SMILES	PG9 binder	hcDAF-12 act	sPLA2-III inh	PLC-beta3 inh	ssDAF12 agonist	SMARCA2 act	hgDAF-12 ag	NR1D1 modulator	DAX1 inh-1	FXN GAA850 act	DAX1 inh-2
COc1ccc(/C=N/NC(=O)c2cc3c(OC)ccc(OC)c3[nH]2)cc1O	-5.2	-1.4	-29	-94	-0.2	3	-3.4	-1	0.6	-1.5	-0.8
O=S1(=O)N=C(N/N=C/c2ccc(Br)o2)c2ccccc21	-5.2	1.1	2	0	-0.7	0	-1.0	-1	-0.2	1.6	0.7
C=CCc1ccc(OCC(O)CN2CCCCC2C)c(OC)c1 (configuration not stated)	-0.3	-2.2	1	-1	-1.0	0	-1.1	-3	0.3	0.5	1.6

Following part.
SMILES	PG9 binder	hcDAF-12 act	sPLA2-III inh	PLC-beta3 inh	ssDAF12 agonist	SMARCA2 act	hgDAF-12 ag	NR1D1 modulator	DAX1 inh-1	FXN GAA850 act	DAX1 inh-2
COc1ccc(C2/C(=C(\O)c3ccc4c(c3)OCCO4)C(=O)C(=O)N2Cc2cccnc2)cc1OC (configuration not stated)	3.1	0.1	2	-13	-0.9	2	1.1	-6	-0.1	-0.6	1.2
C=CCn1c(COc2ccccc2F)nnc1SCCN1C(=O)c2ccccc2C1=O	-0.8	-3.7	-1	3	-1.9	-3	-1.6	1	0.5	0.5	-2.3
COc1ccc(C(=S)N2CCN(C)CC2)cc1	-1.8	0.0	2	4	-1.0	-2	-0.3	-2	0.1	1.5	1.4
O=C(COC(=O)C1CCN(c2ccc(C(F)(F)F)cn2)CC1)c1ccccc1	-2.4	0.4	-6	-6	-0.7	-1	2.7	-2	2.2	-1.2	-0.2
C=CCC[C@H](Cc1ccc(F)cc1)C(=O)OC[C@@H](NC(=O)[C@@H](CC=C)CC(=O)N[C@H](CO)Cc1ccccc1)C(C)(C)C	1.8	-2.2	-26	-1	-1.2	0	-3.8	-3	0.2	-5.1	-0.5
O=C(O)CC(CC(=O)Nc1ccc2ccccc2n1)c1ccccc1 (configuration not stated)	-4.3	-2.6	-1	-8	-1.5	3	-1.0	-4	0.2	1.1	2.6
COC(=O)c1ccc(NC(=O)CN(Cc2ccc(Cl)cc2)S(C)(=O)=O)cc1	0.9	-1.2	-26	0	-0.2	-2	0.2	1	-0.4	0.1	0.1
CC(C)(C)NC(=O)CN(C(=O)CN1C(=O)C(=O)c2ccccc21)C(C)(C)C	-1.2	-0.7	1	0	-0.7	-2	0.5	-5	-0.3	0.1	-2.0
COc1ccc(OC)c(NC2=NC3(CCCCC3)N=C(N)N2)c1	1.0	-0.4	9	2	0.0	0	0.5	-1	-0.1	0.3	0.2
O=C(NC1CCCCC1)C(c1ccc2ncccc2c1)N(Cc1ccccc1)C(=O)c1ccc2c(c1)OCCO2 (configuration not stated)	0.2	-0.4	7	1	-1.2	-2	-0.3	-7	0.0	-2.6	0.9
COc1cc(OC)c(OC)cc1CN1CCN(S(=O)(=O)c2ccc(F)cc2)CC1	-2.7	-2.1	6	2	-1.1	3	-3.5	-4	-0.2	-2.2	-1.8
CC(C)CNC(=O)Cn1c(=O)c2c(ncn2CC(C)C)n(Cc2ccccc2)c1=O	-2.2	-0.3	-3	-3	-2.0	-3	-0.1	-3	-0.1	-0.8	0.3
O=C(CSc1nc2ccccc2c(=O)n1-c1ccccc1)NCc1ccc2c(c1)OCO2	0.0	-1.0	1	-1	-1.8	1	0.8	3	0.7	0.1	1.5
N#Cc1c(-c2ccc(Cl)cc2)nc2n(c1=O)CCCS2	0.6	-1.8	-1	-56	-1.6	-4	-4.2	3	-0.1	-0.6	0.3
CC(C)(C)CC(C)(C)NC(=O)/C=C/C(=O)O	-0.6	1.0	2	-6	-1.4	-1	1.4	-6	0.2	0.6	0.3
O=C(NC(=S)Nc1ccccn1)c1ccco1	-1.7	3.6	12	3	-0.4	8.8*	4.5	0	1.9	7.4	0.7
CC(=O)Nc1nc2cc([N+](=O)[O-])ccc2s1	-0.6	-1.3	-3	1	-1.5	1	0.8	4	-0.4	-0.9	-1.0
C/C(=N\Nc1nc(C)cc(C)n1)c1ccc(N2CCOCC2)cc1	-3.1	-1.6	2	-11	-1.0	1	2.4	x	1.0	0.4	0.5
CCCC/C=C/[C@H](c1ccccc1)[C@H](CO)Cc1cccnc1	-0.1	-1.1	4	3	-1.6	2	-1.0	-4	0.6	2.4	0.5
CC(=O)N1N=C(c2cccc([N+](=O)[O-])c2)OC1(C)c1cccs1 (configuration not stated)	-1.3	0.7	-4	-1	-1.4	0	0.8	6	-0.8	2.2	0.6
COc1ccc(N2CCN(C(c3cccs3)C(C)NC(=O)c3ccc4c(c3)OCO4)CC2)cc1 (configuration not stated)	0.5	2.4	22*	-6	-0.3	-1	3.8	-3	0.7	-1.4	0.0
CN(c1ccc(OCC(=O)Nc2nc(-c3ccccc3)cs2)cc1)S(=O)(=O)c1ccc(F)cc1	0.1	-2.1	-20	4	-1.8	-2	-2.5	-9	-1.4	3.3	-1.2
O=C(CN1CCCc2ccccc21)Nc1ccccc1[N+](=O)[O-]	2.4	0.6	9	1	-0.4	-4	0.0	-5	-0.8	2.7	-0.7
Clc1ccccc1-c1nn2c(COc3ccccc3)nnc2s1	-0.4	-2.1	-5	0	-1.7	-2	0.9	-5	-0.1	-1.8	-0.1
CCOc1ccc(CCNC(=O)C2CC(=O)N(c3ccccc3OCC)C2)cc1OCC (configuration not stated)	-0.9	-0.6	-4	2	-1.2	-3	0.3	2	-0.4	0.0	0.9

(continued)
SMILES	PG9 binder	hcDAF-12 act	sPLA2-III inh	PLC-beta3 inh	ssDAF12 agonist	SMARCA2 act	hgDAF-12 ag	NR1D1 modulator	DAX1 inh-1	FXN GAA850 act	DAX1 inh-2
CC(=O)n1c(=O)oc2ccccc21	-0.9	-0.8	1	-7	-1.8	-1	4.4	1	0.2	0.1	-0.7
CCSc1ncc(/C=N/Nc2ccc([N+](=O)[O-])cc2)n1C	-2.2	-0.1	4	-15	-0.1	3	4.6	-6	0.0	-0.4	1.7
CCc1cccc(N=c2c([N+](=O)[O-])nn(-c3ccc4c(c3)OCCO4)n2O)c1	-3.2	-3.1	2	1	-2.2	-5	-6.3	0	-0.7	-0.8	-1.4
O=C1/C(=C/c2ccccc2)CCc2ccc(Cl)nc21	0.0	-0.2	11	-17	-2.0	-4	2.7	-5	-2.0	-1.4	-1.7
Cc1ccc(C2=NNC(=O)C(P(=O)(c3ccccc3)c3ccccc3)C2)cc1 (configuration not stated)	-1.3	-0.1	-2	3	-1.8	-2	-2.3	9	-0.5	1.1	2.1
Cc1cc(C)cc(OCC(=O)OCC(=O)NC2CCCCCC2)c1	0.8	-0.6	-5	-2	-0.8	0	0.3	-5	0.8	0.4	1.4

Bioassay records from PubChem BioAssay.
